Assay outcomes as filed in PubChem.
TCR-CD3 inh: blocks the human TCR-CD3 interaction | TAMRA-labeled TCR probe fluorescence, biochemical | inhibition, % at 9.4 µM | hit rate 0.37% among 360,000 | AID 651800; in the data active means inhibition above about 19%;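 further: recombinant mutant TCR 2C K166C tagged with TAMRA read by polarization; 0% = receptor in buffer alone and 100% = receptor with positive control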
HTRA1 inhibitor: HTRA1 (human) protease inhibition; recombinant HTRA1, FP-rhodamine activity-based probe, fluorescence polarization; inhibition, % at 5.96 µM; hit rate 0.5% among 340,000; AID 504803; in the data active means inhibition above about 36%;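 further: 0% = enzyme with DMSO and 100% = wells lacking enzyme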
SIAE inh: inhibitors of human sialic acid acetylesterase SIAE. Q9HAT2. SIAE FP-Rh probe binding, fluorescence polarization. inhibition, % at 9.66 µM. hit rate 0.69% among 370,000. AID 1053197;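 active means inhibition above a cutoff: mean of compounds within the control limits plus 3 SD of those, cut at about 17% in these data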;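 further: 0% = plate median of compound wells and 100% = probe without SIAE protein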
mABHD4 FP: ABHD4 (mouse) inhibition, primary FP screen | Q8VD66 | purified mABHD4, FP-Rh probe fluorescence polarization | inhibition, % at 8.92 µM | hit rate 0.54% among 370,000;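 active means inhibition exceeding the mean over every tested compound plus 3 SD, cut at about 30% in these data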;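 further: 0% = plate median of compound wells and 100% = S159A mutant with DMSO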
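Assay system: mABHD4 protein; medium: HEPES pH 7.0, NaCl, Pluronic buffer; dosing: 8.92 µM, single dose; schedule: 45 min + 60 min at 25 °C; signal: FP readout, ex 525 nm / em 598 nm; read-out: normalized percent inhibition of probe labeling; repeats: single replicate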
NPR1 activator: GC-A (human) enzyme activation | P16066 | HEK293 GC-A cells, cGMP TR-FRET, EC30 ANP; 0% at EC30 ANP, 100% saturating ANP | activation, % at 10 µM | hit rate 0.14% among 370,000 | AID 1671463; in the data active means activation above about 40%
rCAG binder: binds r(CAG) RNA repeats; inhibition, % at 3 µM; r(CAG) RNA repeat, TO-PRO-1 dye displacement fluorescence; AID 651821; hit rate 1.3% among 370,000;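 active means inhibition above the plate cutoff, the mean of all test compounds on that plate plus 3 SD, cut at about 35% in these data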;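 further: 0% = DMSO alone and 100% = 100 µM mitoxantrone as full dye displacement; higher means more dye released from RNA so lower well fluorescence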
PRMT1 inh: blocks human protein arginine methyltransferase 1; inhibition, % at 2.79 µM; recombinant PRMT1, activity-based probe fluorescence polarization; AID 652257; hit rate 1.3% among 370,000;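 active means inhibition above about 21% made by adding two undisclosed values, limit read from the data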
Target sequence (Q99873 whole entry, looked up): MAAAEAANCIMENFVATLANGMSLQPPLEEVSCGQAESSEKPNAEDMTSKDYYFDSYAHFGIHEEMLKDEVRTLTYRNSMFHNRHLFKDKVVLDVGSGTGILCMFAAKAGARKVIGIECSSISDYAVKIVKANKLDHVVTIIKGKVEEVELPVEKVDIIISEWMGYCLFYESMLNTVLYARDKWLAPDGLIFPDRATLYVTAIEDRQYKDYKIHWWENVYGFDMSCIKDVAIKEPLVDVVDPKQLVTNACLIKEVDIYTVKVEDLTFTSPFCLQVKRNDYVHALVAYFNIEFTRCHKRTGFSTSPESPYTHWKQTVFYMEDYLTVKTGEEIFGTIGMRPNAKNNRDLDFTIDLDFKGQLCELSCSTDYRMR
UHRF1 MBD2 ctr: UHRF1 methyl-DNA binding inhibition; hit rate 0.75% among 370,000; AID 687016; UHRF1 binding to methylated oligo, TR-FRET; Q96T88; inhibition, % at 4.4 µM; in the data active means inhibition above about 21%;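 further: UHRF1 SRA domain binding a hemimethylated CpG hairpin DNA probe; 0% = median of test compound wells and 100% = reference inhibitor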
MBD2 DNA inh: MBD2-methylated oligo binding inhibition; hit rate 0.31% among 370,000; Q9UBB5; inhibition, % at 4.4 µM; AID 686964; TR-FRET, MBD2 binding to methylated oligonucleotide; in the data active means inhibition above about 13%
Target sequence (Q9UBB5 whole entry, looked up): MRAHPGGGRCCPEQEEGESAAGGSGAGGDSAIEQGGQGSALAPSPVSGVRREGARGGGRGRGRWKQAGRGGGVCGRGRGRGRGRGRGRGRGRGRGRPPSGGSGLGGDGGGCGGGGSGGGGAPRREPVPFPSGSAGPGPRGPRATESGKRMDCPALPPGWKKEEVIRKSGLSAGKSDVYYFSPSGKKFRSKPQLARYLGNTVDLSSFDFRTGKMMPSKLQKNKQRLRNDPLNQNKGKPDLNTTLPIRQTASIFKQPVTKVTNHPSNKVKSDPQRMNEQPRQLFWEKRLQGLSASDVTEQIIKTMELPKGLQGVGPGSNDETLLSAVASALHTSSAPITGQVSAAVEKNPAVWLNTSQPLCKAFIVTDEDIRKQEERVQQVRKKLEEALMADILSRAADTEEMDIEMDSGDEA
NPR2 activator: GC-B (human) receptor activation. P20594. HEK293-GC-B cells, CNP EC30, cGMP TR-FRET; 0% at EC30 CNP, 100% saturating CNP. activation, % at 10 µM. hit rate 0.11% among 370,000;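 active means activation at 10 µM reaching about 35% in either raw or pattern-adjusted values, limit read from the data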
Starred values were filed as active, the others as inactive; / = not tested or not shown.

Second line of a record: TCR-CD3 inh | HTRA1 inhibitor | SIAE inh | mABHD4 FP | NPR1 activator | rCAG binder | PRMT1 inh | UHRF1 MBD2 ctr | MBD2 DNA inh | NPR2 activator
> CC(=O)C1(c2ccccc2)CCN(C(=O)C2CCC(=O)N(CCc3cccc(F)c3)C2)CC1 (stereo not drawn)
  6 | -4 | 6 | 0 | 4 | -12 | -2 | -1 | 1 | -2
> Cc1cc(/C=C2\C(=O)NC(=O)N(c3ccc(F)cc3)C2=O)c(C)n1-c1ccc(C(=O)O)cc1
  6 | 1 | 0 | 2 | -3 | 2 | 3 | -1 | 0 | -2
> Cc1ccc(OC(F)F)c(N2C(=O)C3C4CCC(O4)C3C2=O)c1 (stereo not drawn)
  5 | 0 | -5 | 5 | 3 | 2 | 0 | 0 | -4 | -2
> O=c1c2ccccc2nc(/C=C/c2ccco2)n1-c1ccccc1O
  -3 | -7 | 0 | 2 | -14 | 18 | -1 | 8 | -7 | -7
> COc1cc(-n2c(=S)[nH]c3ccccc3c2=O)c(Cl)cc1Cl
  -6 | -7 | 1 | -13 | -4 | 4 | 1 | 0 | 5 | -6
> NC(N)=Nc1ccc2[nH]c3c(c2c1)C[C@@]1(O)[C@H]2Cc4ccc(O)c5c4[C@@]1(CCN2CC1CC1)C3O5 (stereo partly drawn)
  -10 | 9 | -2 | 3 | -1 | 16 | 8 | 1 | 1 | 0
> CCc1nnc(NS(=O)(=O)c2ccc(N=Cc3c(O)n(-c4ccccc4)c(=O)[nH]c3=O)cc2)s1
  2 | -3 | -4 | -11 | 6 | 6 | 11 | 1 | 5 | -1
> Cc1nn(Cc2ccccc2)c(C)c1C(=O)OCC(=O)Nc1cccc(S(N)(=O)=O)c1
  2 | -12 | 0 | -1 | -1 | 8 | 0 | 0 | 1 | -2
> CC[C@H](C)[C@@H]1NC(=O)CNC(=O)c2csc(n2)[C@H](C(C)(C)O)OC(=O)C(C)(C)[C@H](CCCC(C)(Cl)Cl)OC(=O)c2csc1n2
  1 | / | -3 | -5 | -22 | 5 | -4 | 1 | -1 | -15
> COc1cc(O)cc2c1C(=O)O[C@@H](C)CCCC(=O)CCCCC2
  6 | 3 | -4 | -9 | 1 | -6 | 1 | -2 | -5 | -1
> COc1ccc(OC)c(C(O)C2CCCCN2)c1 (stereo not drawn)
  1 | -3 | -5 | 1 | -2 | -3 | 4 | 3 | 3 | 5
> c1ccc2c(c1)cc1ccc3cccc4ccc2c1c34
  5 | 2 | -2 | 9 | -5 | 5 | 5 | 1 | 4 | -3
> CCOP(=O)(OCC)C(O)c1ccc(N(C)C)cc1 (stereo not drawn)
  -7 | 1 | -4 | -2 | -1 | -2 | -4 | 0 | -5 | -5
> CN1CCN(Cc2ccc3ccccc3c2)CC1
  -3 | -5 | -2 | 14 | 0 | 1 | 0 | 1 | 1 | 2
> Cc1c(N=Cc2c(O)n(CCc3ccc(F)cc3)c(=O)[nH]c2=O)c(=O)n(-c2ccccc2)n1C
  -3 | 0 | 9 | -11 | -12 | 0 | -1 | -1 | -4 | -1
> CCOC(=O)[C@]12Cc3ccc4ccccc4c3[C@H]1N(Cc1ccccc1)C(=O)c1ccccc12
  -1 | / | -7 | -15 | -9 | 6 | -9 | -3 | -1 | -6
> CCOP(=O)(OCC)C(NC(=O)c1ccc(C)cc1)=C(Cl)Cl
  2 | 5 | 0 | 1 | 2 | -4 | 0 | 11 | -4 | -3
> CC(C(=O)c1ccc2ccccc2c1)N1CCCCC1 (stereo not drawn)
  5 | 2 | 3 | -1 | -3 | -4 | -2 | 0 | -8 | -1
> COc1ccc(-n2c(O)c(C=NCCN(C)C)c(=O)[nH]c2=O)cc1
  -1 | 2 | 0 | -2 | 5 | 0 | 1 | 7 | -4 | -3
> Cc1ccc2n1Cc1cnnn1-c1ccccc1-2
  -2 | 4 | 6 | 3 | 2 | 0 | -1 | -1 | -2 | -3
> C#C[C@]1(O)CCC2C3CCC4=C/C(=N/OCC(=O)NC(C)C(=O)NC(CCSC)C(=O)O)CC[C@]4(C)C3CC[C@@]21C (stereo partly drawn)
  -12 | 7 | -8 | 4 | 5 | 16 | 16 | 5 | 44* | -2
> Cc1cc(Oc2ccc(C(F)(F)F)cc2[N+](=O)[O-])c2c3c(c(=O)oc2c1)CCCC3
  4 | -3 | 1 | 5 | 0 | 6 | 1 | -4 | 1 | 0
> CN(C)c1ccc(C(=O)c2ccc(N(C)C)cc2)cc1
  4 | -3 | 4 | 5 | -4 | 2 | 1 | -5 | 2 | -5
> O=C(C(=O)N1CCOCC1)c1cn(Cc2ccccc2Cl)c2ccccc12
  3 | -3 | -1 | 0 | 2 | -3 | -2 | -2 | 4 | 15
> CCOC(=O)c1cccc(C2=C(CNC(=O)c3cccnc3)[C@H]3CC[C@@H](C2)N3Cc2ccccc2)c1
  9 | 3 | -2 | 2 | 0 | 0 | -4 | 0 | -5 | 3
> O=C(Nc1cccc(OC(=O)N2CCCCC2)c1)N1CCOCC1
  -1 | -15 | 3 | 8 | 4 | -4 | -3 | 1 | -3 | 3
> Oc1c(Cl)c(Cl)c(Cl)c(Cl)c1Cl
  6 | -10 | 0 | -19 | 4 | 9 | -7 | -3 | 1 | 3
> Cc1c(NP(=S)(C(C)(C)C)C(C)(C)C)c(=O)n(-c2ccccc2)n1C
  3 | 4 | 5 | -2 | -3 | 0 | -1 | -1 | -1 | 5
> O=C(NCCN1CCOCC1)c1ccc(Cl)nc1
  -6 | -1 | 1 | -5 | 3 | -2 | 3 | 2 | 0 | 6
> O=C(NCc1cccnc1)C(Cl)(Cl)Cl
  3 | -3 | 1 | -1 | 0 | 2 | -1 | -2 | 2 | 3
> COC(=O)C1=C(c2ccc(C(C)=O)cc2)C[C@@H]2CC[C@H]1N2C(=O)NCCCOC(C)C
  4 | 3 | -2 | 5 | 3 | -4 | -2 | -1 | -5 | 1
> O=C1NC(=O)N(Cc2ccco2)C(=O)/C1=C/C=C/c1ccco1
  1 | 2 | -15 | -13 | 13 | 50* | 61* | 100* | 74* | -4
> CCC(=NC(C)c1ccccc1)c1c(O)[nH]c(=O)[nH]c1=O (stereo not drawn)
  -7 | -1 | 7 | 5 | 4 | -1 | -2 | -3 | 1 | 6
> CC1C(OC(=O)CCC(=O)NC(C)(C)CO)O[C@H]2OC3(C)CC[C@H]4[C@H](C)CCC1C24OO3 (stereo partly drawn)
  4 | 5 | 1 | -3 | 4 | -7 | -3 | -4 | -7 | -1
> COc1cc2c(c(OC)c1OC)-c1ccc(C(=O)O)cc1[C@@H](NC(C)=O)CC2
  5 | 0 | 0 | 0 | 2 | 3 | -1 | 0 | 2 | -1
> CN1CN(c2ccccc2)C2(CCN(CCCSc3ccccc3NC(=O)/C=C/c3ccccc3)CC2)C1=O
  0 | -35 | -7 | 7 | -22 | 2 | -3 | 2 | -3 | -10
> COc1ccc(OC)c(-n2c(O)c(C=NCCN3CCNCC3)c(=O)[nH]c2=S)c1
  4 | -4 | 2 | -1 | -4 | 7 | -2 | -5 | 1 | 0
> C[N+]1(C)[C@@H]2CC[C@H]1CC(OC(=O)C(CO)c1ccccc1)C2 (stereo partly drawn)
  7 | 1 | -2 | -6 | 3 | 1 | 2 | 1 | 2 | 1
> CN1CCN(c2nc(N)cc(=O)[nH]2)CC1
  -5 | 2 | 1 | 4 | 1 | -7 | -1 | 2 | 2 | 1
> O=P1(NCCCl)OCCCN1CCCl (stereo not drawn)
  5 | 1 | -1 | -1 | 5 | 2 | 1 | 1 | -2 | 5
> CC(c1ccccc1)n1cc(C(=O)NC2CCCC2)nn1 (stereo not drawn)
  / | / | -2 | -2 | 3 | 1 | 0 | -3 | -7 | 7
> Cn1c(O)c(C=NCCN2CCNCC2)c(=O)[nH]c1=O
  -5 | / | -4 | -2 | -1 | -1 | 3 | 4 | 3 | -3
> COC(=O)[C@@H](N)CCCN=C(N)N[N+](=O)[O-]
  3 | -2 | -6 | 6 | 3 | -1 | -4 | 0 | -8 | 0
> O=c1c2ccccc2nc(CSc2ncnc3nc[nH]c23)n1-c1ccccc1
  5 | 1 | -4 | -2 | -5 | -1 | 2 | 1 | -1 | -6
> COCCCNC(=O)c1c(N)n(Cc2ccco2)c2nc3ccccc3nc12
  -10 | / | -5 | 0 | 13 | 1 | 20 | -4 | -1 | 11

Results in NPR2 activator, mABHD4 FP and MBD2 DNA inh (2 entries from above):
| Molecule | NPR2 activator | mABHD4 FP | MBD2 DNA inh |
| --- | --- | --- | --- |
| CN1CCN(c2nc(N)cc(=O)[nH]2)CC1 | 1 | 4 | 2 |
| O=P1(NCCCl)OCCCN1CCCl (stereo not drawn) | 5 | -1 | -2 |

The list goes on:
Second line of a record: TCR-CD3 inh | HTRA1 inhibitor | SIAE inh | mABHD4 FP | NPR1 activator | rCAG binder | PRMT1 inh | UHRF1 MBD2 ctr | MBD2 DNA inh | NPR2 activator
> COCCNC(=O)c1c(NC(=O)c2ccco2)n(Cc2ccccc2)c2nc3ccccc3nc12
  2 | -6 | 1 | 5 | 6 | 9 | 8 | -7 | -8 | 0
> Cc1ccccc1CCNCc1cc2cccc(C)c2[nH]c1=O
  -4 | 8 | 6 | -2 | -4 | 2 | 5 | -1 | 1 | 0
> CCCCCCn1c(O)c(C=NC2CCN(Cc3ccccc3)CC2)c(=O)[nH]c1=O
  2 | -2 | -2 | -12 | -1 | -5 | -2 | 3 | -7 | -11
> N[C@@H](Cn1oc(=O)[nH]c1=O)C(=O)O
  2 | 2 | 3 | 3 | 2 | 2 | 1 | 0 | -1 | 0
> COc1ccc(NC(=O)[C@@H](NC(=O)N2C[C@H]3C[C@@H](C2)c2cccc(=O)n2C3)C(C)C)cc1
  -1 | 10 | 3 | 0 | 3 | -2 | -1 | 0 | 1 | 0
> Cc1cccc(C)c1OP(N)(=O)OCC(F)(F)F (stereo not drawn)
  0 | -1 | 0 | 5 | 2 | -2 | -3 | 0 | -1 | 4
> Nc1cc(C(=O)Nc2ccccc2F)ccc1N1CC2CC(C1)c1cccc(=O)n1C2 (stereo not drawn)
  8 | -1 | 0 | 3 | 1 | 3 | 5 | 4 | 0 | 0
> CN1CCN(C(=O)COc2ccc(S(=O)(=O)N(C)Cc3ccccc3)cc2)CC1
  2 | -2 | -3 | -2 | 0 | -3 | -1 | -3 | -4 | 6
> CC1C2Cc3ccc(O)cc3[C@]1(C)CCN2CCc1ccccc1 (stereo partly drawn)
  0 | 3 | 0 | 4 | -1 | 1 | 4 | 3 | -3 | -8
> CN1C(=O)NC(=O)C(C)(C2=CCCCC2)C1=O (stereo not drawn)
  0 | -2 | 6 | 0 | 0 | 2 | -1 | -2 | -1 | -3
> FC(F)(F)c1cccc(C2NCc3ccccc3-n3cccc32)c1 (stereo not drawn)
  1 | -10 | -9 | -2 | -23 | 3 | 0 | 1 | 13 | -13
> COc1ccc(S(=O)(=O)N2CC3CC(C2)c2cccc(=O)n2C3)cc1 (stereo not drawn)
  -3 | 4 | 2 | 5 | -1 | -3 | 3 | 4 | 4 | 0
> CCOc1cc2c(cc1OCC)-n1cccc1C(c1cccc([N+](=O)[O-])c1)NC2 (stereo not drawn)
  3 | -6 | 4 | -6 | 3 | 0 | -2 | -1 | 1 | -2

Only part of the results is shown, so the mix of outcomes need not match the whole.
